MCF10A rereplic: A quantitative high throughput screen for small molecules that induce DNA re-replication in MCF 10a normal breast cells; MCF 10A DNA re-replication, Hoechst nuclear intensity, 48 h; Potency, µM (titrated, usually from 46.1 µM), without a hit: top-dose activity, positive = re-replication, hits mostly activators; 2.9% of 350,000 active; AID 624296, 2012; also: potency is read from the fitted curve at half-maximal effect; % of control where 0% means no effect; nearly all actives have a fitted effect of over 50% in size
HT1080-NT tox: qHTS for induction of synthetic lethality in tumor cells producing 2HG: qHTS for the HT-1080-NT fibrosarcoma cell line. HT-1080-NT fibrosarcoma viability, CellTiter-Glo ATP luminescence, 48 h. Potency, µM (highest dose often 46.1 µM), without a hit: at the highest dose activity, negative = less viability, actives largely listed as cytotoxic. AID 686970, 2013. 1.6% of 360,000 active;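 also: NT is the 2HG producing partner of a matched IDH1 knockdown line; potency is read from the fitted curve at half-maximal effect; 0% = DMSO-treated cells and -100% = media-only wells without cells; nearly all actives have a fitted effect of over 55% in size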
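A 48-hour cytotoxicity screen used HT-1080-NT cells plated 2 hours before compound delivery. ATP-based CellTiter-Glo luminescence measured viability, normalized to DMSO and no-cell controls.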
SW480 rerep: A quantitative high throughput screen for small molecules that induce DNA re-replication in SW480 colon adenocarcinoma cells | SW480 DNA re-replication, Hoechst DNA content imaging, 48 h | Potency, µM (doses to about 46.1 µM), for the others: top-dose re-replication activation, hits mostly activators | 1.8% of 340,000 active; also: potency is read from the fitted curve at half-maximal effect; % of control where 0% means no effect; nearly all actives have a fitted effect of over 55% in size
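SW480 cells exposed to compounds for 48 hr at 37 C, 5% CO2, then Hoechst-stained 40 min. Nuclear DNA content imaged by fluorescence scanning (405 nm excitation, 500-530 nm emission); re-replication scored as increased high-intensity nuclei.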
KB-3-1 cytotox: qHTS assay for MDR1-selective chemotherapeutics: Primary screen using the parental adenocarcinoma cell KB-3-1; KB-3-1 viability, CellTiter-Glo ATP luminescence, 72 h; Potency, µM (doses to about 46.1 µM), for the others: at the highest dose activity change, negative = cytotoxic, usual class: cytotoxic; 1.4% of 400,000 active; also: potency is read from the fitted curve at half-maximal effect; % is scaled to controls: 0 for no effect and ±100 for the full control effect; nearly all actives have a fitted effect of over 60% in size
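Multi-concentration cytotoxicity screen in KB-3-1 cells grown in DMEM lacking phenol red with 10% FBS. After 72 h at 37 °C with compound, ATP-dependent luminescence was recorded.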
IL-1B inflam inh: qHTS for Inhibitors of Inflammasome Signaling: IL-1-beta AlphaLISA Primary Screen; 4.7% of 360,000 active; activity change, % at 57.5 µM; AID 743279, 2014; THP-1 LPS/ATP IL-1B secretion, AlphaLISA, 16 h; stronger effect = lower value; in the data active = activity change below about -50%; inconclusive = mostly about -30% to -49%; also: % is scaled to controls: 0 for no effect and ±100 for the full control effect
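Secreted IL-1B measured by AlphaLISA bead assay after 16 h compound exposure of THP-1 cells; compounds (final up to 57.5 uM) added 1 h before LPS (250 ng/mL) and ATP (1.25 mM) stimulation; lower signal means less secretion.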
HT1080 IDH1KD tx: qHTS for induction of synthetic lethality in tumor cells producing 2HG: qHTS for the HT-1080-IDH1KD cell line. Potency, µM (titrated, usually from 46.1 µM), inactives show at the top dose activity, negative = toxicity, usual class: cytotoxic. AID 686971, 2013. HT-1080 IDH1 knockdown viability, ATP luminescence, 48 h. 2% of 360,000 active;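 also: potency is read from the fitted curve at half-maximal effect; 0% = DMSO wells and -100% = cell-free medium wells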
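Cytotoxicity counter-line: IDH1KD HT-1080, 48 h, CellTiter-Glo. Curves classed by r2, magnitude and activity.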
HEK293 tox: qHTS of GLP-1 Receptor Inverse Agonists: Cytotox Screen; Potency, µM (highest dose often 38.3 µM), inactives show at the top dose activity change, negative = inhibition, hits mostly inhibitors; AID 624418, 2012; 0.13% of 410,000 active; HEK293 cAMP-luciferase reporter cells, luminescence, 24 h;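 also: loss of luciferase light is scored as toxicity; potency is read from the fitted curve at half-maximal effect; % is scaled to controls: 0 for no effect and ±100 for the full control effect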
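Step one: seed cells (200 cells/uL, DMEM with 10% Nu serum, 1% pen-strep). Step two: 12-hour incubation at 37 deg C. Step three: pin 23 nL compound, incubate 24 hr. Step four: add luciferase reagent, read luminescence 12 min later.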
KB-V1 MDR tox: qHTS assay for MDR1-selective chemotherapeutics: Primary screen using the drug-selected MDR subline cells KB-V1; KB-V1 MDR cells viability, CellTiter-Glo, 72 h; Potency, µM (series often up to 46.1 µM), for the others: at the top dose activity change, negative = cytotoxicity, most hits filed as cytotoxic; 3.4% of 400,000 active; AID 1347076, 2019; also: potency is read from the fitted curve at half-maximal effect; % is scaled to controls: 0 for no effect and ±100 for the full control effect; nearly all actives have a fitted effect of over 60% in size
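KB-V1, DMEM (no phenol red) + 10% FBS; cpd pin-transferred, titration series; 72 h, 37 degrees C; CellTiter-Glo, luminescence. Data normalized, curve-fit.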
DRD3 agonist: qHTS of D3 Dopamine Receptor Agonist: qHTS; D(3) dopamine receptor (Homo sapiens), P35462; D3R DiscoveRx beta-arrestin cells, luminescence, 90 min; max activation, %; 0.58% of 410,000 active; in the data active = max activation above about 30%; also: 0% is about no effect; mostly tested at two doses, the higher about 12 µM
Target sequence (P35462 whole entry, looked up): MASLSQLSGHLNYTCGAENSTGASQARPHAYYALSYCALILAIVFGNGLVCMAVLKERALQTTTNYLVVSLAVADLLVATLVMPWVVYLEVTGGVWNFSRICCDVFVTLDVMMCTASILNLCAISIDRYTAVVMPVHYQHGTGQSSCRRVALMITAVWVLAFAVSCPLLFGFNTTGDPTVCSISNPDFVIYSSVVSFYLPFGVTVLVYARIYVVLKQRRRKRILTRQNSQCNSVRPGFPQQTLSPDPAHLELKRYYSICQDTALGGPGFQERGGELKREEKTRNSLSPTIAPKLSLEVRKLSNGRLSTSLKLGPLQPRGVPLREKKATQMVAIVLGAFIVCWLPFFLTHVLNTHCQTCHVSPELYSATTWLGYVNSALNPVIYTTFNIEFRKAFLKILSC
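Agonist-mode cell screen: cells plated at 1500/well and incubated overnight at 37 °C, then exposed to library compounds for 90 min at 37 °C. Detection reagent was added for 30–60 min at room temperature, and luminescence was read.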
Active calls of the source: *; ? = inconclusive; nt = no result given; [ ] = dose if it differs, or a comment. Unless noted, calls follow the shape of the dose curve; as a rule, active = well fitted curve in the direction sought with a large enough effect; inconclusive = small, poorly fitted or top-dose-only effect, or another doubt; inactive = no such curve, though single readings can be large; an effect the other way counts as inactive or inconclusive.

Structure,MCF10A rereplic,HT1080-NT tox,SW480 rerep,KB-3-1 cytotox,IL-1B inflam inh,HT1080 IDH1KD tx,HEK293 tox,KB-V1 MDR tox,DRD3 agonist
COc1ccc(C(=O)N=C2SC3CS(=O)(=O)CC3N2Cc2ccc(F)cc2)cc1 (stereo not drawn),?,-21.0%,18.9%,-3.0%,-26.4,?,-14.0%,-14.9%,1.9
CCOC(=O)C1CCN(Cc2cnc(Oc3ccc(C(C)(C)C)cc3)s2)CC1,19.6%,-1.9%,-3.2%,-3.8%,47.4,-4.5%,0.2%,3.7%,-1.1
Cn1cc(-c2csc(C(O)(c3ccccc3)C(F)(F)F)n2)cn1 (stereo not drawn),nt,-2.0%,nt,0.0%,49.0,-2.1%,-2.6%,5.2%,7.1
COc1cc(/C=N/Nc2nc3ccccc3o2)cc(OC)c1O,3.9%,8.8%,-1.7%,23.9%,-25.1,7.3%,-6.7%,-18.9%,-1.7
O=C(c1ccc(F)cc1)n1nc(-c2ccc(Cl)cc2)nc1NCc1ccco1,nt,nt,nt,?,nt,nt,-13.5%,-28.5%,3.9
COc1cccc(CNC(=O)CCC2CCCN(Cc3ccc(OC(F)F)cc3)C2)c1 (stereo not drawn),-46.3%[inhibitor],-23.2%,-14.7%,?,-6.6,-4.6%,-4.3%,-5.9%,-13.8
Cc1ccc(N2C(=O)CC(Cn3nc(C)cc3C)C2=O)cc1 (stereo not drawn),-0.3%,0.7%,-7.5%,14.7%,8.6,4.9%,5.6%,1.6%,2.4
O=C(NCCS(=O)(=O)N1CCN(c2ccccc2F)CC1)c1c(F)cccc1F,4.6%,-5.7%,2.8%,?,-9.5,-3.5%,-14.9%,?,-2.5
COc1ccc(C(=O)NN(C)c2nc(-c3ccccc3)nnc2C(F)(F)F)cc1,8.8%,13.8%,3.9%,7.6%,-5.2,8.5%,4.3%,-26.1%,-1.8
COc1cc(NC(=O)c2ccc(-c3csc(C)n3)cc2)c(OC)cc1Cl,?,15.6%,13.8%,0.4%,11.1,11.9%,-1.7%,11.8%,2.1

Remaining list, next part
Structure,MCF10A rereplic,HT1080-NT tox,SW480 rerep,KB-3-1 cytotox,IL-1B inflam inh,HT1080 IDH1KD tx,HEK293 tox,KB-V1 MDR tox,DRD3 agonist
CCOC(=O)c1cc(-c2ccc(OC(F)F)cc2)nc2nc(SC)[nH]c(=O)c12,?,1.2%,-2.3%,7.4%,15.4,2.6%,-1.3%,-2.2%,-3.5
COc1cc(=O)n(C)c2ccccc12,6.7%,-3.0%,-2.2%,10.7%,-0.6,13.9%,2.7%,0.4%,5.2
Oc1ccc(/C=N/NC(=S)N2CCOCC2)cc1,?,?,?,-2.8%,?,?,?,-7.9%,8.6
CN(C)c1cccc(C(=O)Nc2cccc(F)c2)c1,-4.0%,8.1%,-1.7%,4.1%,-15.3,2.7%,-14.9%,-0.9%,0.8
C[C@H]1CN([C@@H](C)CO)C(=O)c2cccc(NC(=O)C3CC3)c2O[C@H]1CN(C)Cc1ccc(-c2ccccc2)cc1,18.5%,-13.7%,-1.1%,-18.3%,-1.7,-6.3%,3.2%,-6.0%,0.5
COc1ccc(CN2CCC(n3nccc3NC(=O)C3CCCC3)CC2)cc1,-40.2%[inhibitor],-2.1%,0.2%,-18.2%,-1.2,-1.3%,0.8%,-13.3%,-13.0
O=C(N/N=C/c1cccc(O)c1)c1ccc(COc2ccccc2Br)cc1,23.1µM*,-13.9%,9.0%,15.8%,-68.0*,-21.0%,-21.2%,7.5%,0.8
CCOc1ccc(NC(=O)C2CCN(S(=O)(=O)c3c(C)n[nH]c3C)CC2)cc1,0.8%,7.8%,-3.1%,11.1%,20.6,8.5%,-14.1%,3.5%,0.4
O=C(O)c1ccc2c(c1)c1c3n2CCNC3CCC1 (stereo not drawn),-1.3%,3.5%,-6.3%,10.7%,0.6,3.1%,-0.5%,12.5%,-1.0
Cc1cccc(NC(=O)c2ccccc2C(=O)O)c1,7.7%,5.8%,4.3%,5.6%,6.0,1.2%,-14.7%,13.3%,-0.1

In another format: entries from further up
Values run as follows: MCF10A rereplic	HT1080-NT tox	SW480 rerep	KB-3-1 cytotox	IL-1B inflam inh	HT1080 IDH1KD tx	HEK293 tox	KB-V1 MDR tox	DRD3 agonist
CCOc1ccc(NC(=O)C2CCN(S(=O)(=O)c3c(C)n[nH]c3C)CC2)cc1
→ 0.8%	7.8%	-3.1%	11.1%	20.6	8.5%	-14.1%	3.5%	0.4
Oc1ccc(/C=N/NC(=S)N2CCOCC2)cc1
→ ?	?	?	-2.8%	?	?	?	-7.9%	8.6
Cc1cccc(NC(=O)c2ccccc2C(=O)O)c1
→ 7.7%	5.8%	4.3%	5.6%	6.0	1.2%	-14.7%	13.3%	-0.1

Following part:
Structure,MCF10A rereplic,HT1080-NT tox,SW480 rerep,KB-3-1 cytotox,IL-1B inflam inh,HT1080 IDH1KD tx,HEK293 tox,KB-V1 MDR tox,DRD3 agonist
CC(=O)c1ccc(NC(=O)CSc2nc3nn(-c4ccccc4)c(=O)c-3c3n2CCCCC3)cc1,0.3%,-0.1%,2.2%,14.3%,0.0,-1.0%,-20.0%,0.0%,-13.7
COc1ccc(S(=O)(=O)N(CC(=O)NCc2ccco2)c2ccccc2)cc1,0.3%,3.0%,18.6%,3.1%,2.7,-0.9%,-21.0%,0.0%,-7.6
COc1ccc(OC)c([C@@H]2Nc3ccc(C(=O)O)cc3[C@@H]3C=CC[C@@H]32)c1,nt,nt,nt,0.1%,nt,nt,-1.5%,11.0%,3.4
COc1cc(NC(=O)c2ccccn2)cc(OC)c1OC,8.3%,13.8%,-69.0%,1.1%,2.9,5.7%,3.3%,-8.9%,0.2
Cc1cc(C)cc(-n2ncc3c2CCCC3NC(=O)CN2CCCCC2=O)c1 (stereo not drawn),-18.0%,4.3%,-0.7%,?,3.4,0.9%,3.0%,-0.3%,2.5
COc1cc(F)ccc1-c1csc(C(O)c2ccc(F)cc2)n1 (stereo not drawn),nt,-1.9%,nt,0.0%,-5.9,?,1.9%,1.9%,-5.5
Cc1ccc2c(c1)nc(-n1nc(C)cc1C)c1nnnn12,-0.2%,23.9%,-3.6%,-0.2%,20.8,24.1%,-7.4%,-0.2%,-5.4
COc1ccc(-c2nc(SCC(=O)Nc3ccc4c(c3)OCCO4)c(-c3ccc(F)cc3)[nH]2)cc1OC,nt,nt,nt,-19.4%,nt,nt,?,0.0%,6.7
CCOc1ccccc1N(C)C(=O)c1ccc2c(=O)n3c(nc2c1)CCCCC3,0.1%,-10.3%,-15.1%,-2.9%,0.0,-2.9%,-7.8%,-25.5%,4.7
COc1ccccc1N=C1SCC(=O)N1Cc1ccco1,-6.0%,7.5%,-0.3%,-0.9%,-3.6,-5.2%,16.8%,-4.1%,-7.0

(listing goes on)
Structure,MCF10A rereplic,HT1080-NT tox,SW480 rerep,KB-3-1 cytotox,IL-1B inflam inh,HT1080 IDH1KD tx,HEK293 tox,KB-V1 MDR tox,DRD3 agonist
COc1ccc(CCCc2nnc(SCC(=O)NN)o2)cc1,-0.2%,-4.7%,-74.7%[inhibitor],-14.3%,17.5,5.8%,-2.0%,3.4%,2.6
C/C(=N\NC(=O)c1c(Br)c(C)nn1C)c1cccc(NC(=O)c2ccccc2C)c1,17.1%,23.6%,0.6%,?,-8.4,15.5%,-20.3%,?,0.3
O=C(c1ccc(C#CC2(O)CCCCC2)cc1)N1CCN(Cc2ccccc2)CC1,6.7%,-19.1%,-0.5%,-26.7%,-10.8,-9.7%[9.24 µM],-13.9%,?,4.0
O=c1c(-c2cnn(-c3ccccc3)c2)coc2cc(O)ccc12,9.9%,-11.9%,-9.5%,-17.9%,13.2,-9.0%,0.3%,-5.9%,-1.0
CCCCNC(=O)C(NC(=O)c1ccc(-c2ccccc2)cc1)C(=O)c1ccccc1 (stereo not drawn),nt,10.4%,nt,-8.1%,29.6,11.6%,-4.1%,-7.2%,3.4
Cc1ccc(-c2csc(C(O)c3cccc(Cl)c3)n2)cc1C (stereo not drawn),nt,?,nt,0.0%,-7.1,?,-8.4%,?,8.1
Cc1cc(C)c2c(N=NN(C)C)[nH]nc2n1,24.8%,-3.5%,-3.6%,-9.3%,30.8,-3.6%,67.1%[activator],-5.0%,3.5
O=C(Nc1nccs1)c1ccc(S(=O)(=O)c2ccccc2)cc1,3.1%,?,-5.0%[9.22 µM],25.2%,-7.7,?,-6.7%,-4.6%,-0.8
COC(=O)c1cc2ccsc2n1Cc1cccc(F)c1,15.0%,-0.8%,11.3%,-13.4%,44.7,-1.7%,0.8%,1.7%,-7.5
O=C(CSc1oc(-c2ccco2)nc1S(=O)(=O)c1ccccc1)c1ccc(Cl)cc1,nt,nt,nt,9.9%,nt,nt,-0.1%,-6.4%,-2.4

(next part)
Structure,MCF10A rereplic,HT1080-NT tox,SW480 rerep,KB-3-1 cytotox,IL-1B inflam inh,HT1080 IDH1KD tx,HEK293 tox,KB-V1 MDR tox,DRD3 agonist
COc1ccc(OC)c(NC(=O)c2ccccc2SC)c1,2.2%,24.1%,-1.4%,10.4%,-11.0,6.7%,0.4%,18.4µM*,1.3
COc1ccc(NC2=CC(=O)CC(C)(C)C2)cc1,-2.2%,-3.5%,-16.5%,1.7%,-7.7,9.4%,-34.7%,-1.0%,4.3
COc1ccc(S(=O)(=O)N2CCN(CC(=O)c3ccc(O)c(O)c3)CC2)cc1,17.5%,-0.4%,-17.4%,2.8%,20.7,-16.7%,-17.0%,-0.5%,13.1
CCN(CC)S(=O)(=O)c1ccc(NC(=S)Nc2ccccc2)cc1,5.0%,4.3%,-0.6%,-1.2%,-1.5,5.0%,2.0%,-1.1%,4.5
